Pf Dd2 growth: qHTS Primary assay for Inhibitors of Plasmodium falciparum Dd2 growth in vitro. 4.3% of 120,000 active. P. falciparum Dd2 growth, SYBR Green, 72 h. Potency, µM (highest dose often 28.9 µM), for the others: at the top dose activity, negative = inhibition, actives largely listed as inhibitors; active means well fitted inhibition curve with a large enough effect; inconclusive means small, poorly fitted or top-dose-only effect; inactive means no such curve, though single readings can be large or run the other way;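 further: plate controls were DMSO vehicle for no effect and reference drug for full effect; nearly all actives have a fitted effect of over 65% in size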
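Infected erythrocytes (Dd2, 0.3% parasitemia, 2.5% hematocrit final) are added to compound in RPMI-1640/Albumax II medium, grown 72 h at 37C in low oxygen, then lysed with saponin/Triton-X containing SYBR Green and read by fluorescence.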
Numbers without * were called inactive; i = inactive; ? = inconclusive; [ ] = another dose, or the depositor's remark. Potency means the concentration at half of the fitted maximal effect.

SMILES | Pf Dd2 growth
COCCN1CCNc2cc(-c3ccc(Oc4ccccc4)cc3)ncc2C1 | -17.0%[44.1 µM]
CN1CCCC1CCNc1nccc(-c2cnn(-c3ccccc3F)c2)n1 (stereo not given) | ?
CC1(CCCCN2CCOCC2)COc2ccc(C(=O)NCc3ccc(F)cc3)cc2N1 (stereo not given) | i
Cc1ccc(-n2nc3c(N4CCC(C(=O)NCCC(C)C)CC4)nnc(C)c3c2C)cc1 | ?
COc1ccc(OC)c([C@@H]2C[C@H](NC(C)=O)C[C@H](Cc3ccccc3)O2)c1 | -22.1%
CS(=O)(=O)N(C[C@H]1O[C@@H](CC(=O)NC2CC2)[C@H](O)[C@@H]1O)C[C@H]1O[C@@H](CC(=O)NC2CC2)[C@H](O)[C@@H]1O | 15.9%
COc1ccc(Cc2nc3nccc(-c4ccco4)n3n2)cc1 | ?
Cn1ncc(N2CCOC(CCNc3cnc4ccccc4n3)C2)cc1=O (stereo not given) | 7.3%
CCOC(=O)C(CC)Sc1nnc2[nH]c(=O)cc(C)n12 (stereo not given) | i
Cc1c([C@@H]2C[C@H](NC(=O)c3ccccc3)C[C@H](C(C)(C)C)O2)cnn1C | -16.0%
COc1ccc(CCNc2ncnc3c2CN(C2CCCNC2)C(=O)CN3C)cc1 (stereo not given) | 11.0%
Cc1cc(C(=O)N2CCC(Cc3nc(-c4ccccc4)n[nH]3)C2)n(C)n1 (stereo not given) | i
CCCC(=O)N1Cc2ccccc2NC(=O)C12CCNC2 (stereo not given) | 31.4%[activator][44.1 µM]
CC(=O)c1ccc(NC(=O)C(Cc2ccccc2)NS(=O)(=O)c2ccc3c(c2)CCC(=O)N3)cc1 (stereo not given) | 30.5%[activator]
CC(=O)Nc1cccc(C(=O)NC2CCCN(c3cc(-c4ccc(F)cc4)[nH]n3)C2)c1 (stereo not given) | -0.7%
CCCN1C(=O)Cc2cc(C(=O)NCc3ccccc3C(F)(F)F)ccc21 | -5.4%
COc1ccccc1C(=O)Nc1onc2c1CCCC2 | 18.1%
CCOc1ccccc1NC(=O)Cn1c(N(C)Cc2ccccc2)nc(C)cc1=O | ?
CNC(C)c1ccc(C(F)(F)F)cc1 (stereo not given) | 14.6%[44.1 µM]
Cn1cc(CC(=O)N2CCCc3ncc(C(=O)Nc4cccc(Cl)c4)cc32)c2ccccc21 | 4.47µM*
Cc1nnsc1C(=O)N[C@H]1CCN(C(=O)c2ccco2)[C@H](C(=O)N[C@@H](Cc2cccs2)C(N)=O)C1 | 0.4%
O=C(c1ccc(Cl)cc1)N1CCC(N2CC3CCCN3C2=O)CC1 (stereo not given) | 12.6%
CCCC(=O)N1C[C@@H]2CCCN3CCC[C@@H]([C@H]23)[C@H]1CCCC(=O)NCC1CC1 | -5.3%
Cc1ccc(-c2nn(C)c(=O)c3ccccc23)cc1S(=O)(=O)NCCCN(C)C | ?
Cc1ccc(N2CCN(C(=O)c3cc4cc5ccc(C)cc5nc4s3)CC2C)cc1 (stereo not given) | 18.6%
COc1ccc(NC(=O)N2c3ccccc3CC2c2nc(C3CC3)no2)cc1OC (stereo not given) | i[5.79 µM]
O=C(CCC1CCN(C(=O)c2ccccc2)CC1)Nc1ccc(F)cc1 | i
COc1cccc(NC(=O)[C@@H]2C[C@H](c3ccc(F)cc3)N([S+](=O)([O-])C3CC3)C2)c1 | ?
O=C(NCc1cccc(F)c1)c1cnc2c(c1)N(Cc1ccccc1)CCC2 | 57.3%[activator][44.1 µM]
CNC(=O)[C@H]1C[C@H](Oc2ccccc2)CN1S(=O)(=O)Cc1ccccc1 | 8.8%
CN(C)c1ccc(CN2Cc3[nH]cnc3C[C@H]2C(=O)N2CCC(Cc3ccccc3)CC2)cc1 | i
COc1ccc(C(=O)N2CCCCCCNC(=O)[C@@H]3CCCC[C@@H]32)cn1 | -14.9%
CCCCCCc1cc2cc(-c3cn4c(n3)sc3cc(OC)ccc34)c(=O)oc2cc1O | ?
CC(=O)Nc1ccc(Nc2nc3ccc(Cl)cc3n3cnnc23)cc1 | 27.5%
Cc1cccc(OCCc2noc(C3CCN(C(=O)NC(C)(C)C)C3)n2)c1 (stereo not given) | -23.5%
O=C(C[C@@H]1CCNC[C@@H]1Cc1cc(COc2ccccc2)on1)N1CCC(Cc2ccccc2)CC1 | ?
COc1ccc(OC)c(CCNC(=O)c2cc3cccc4c3n2CC(C)S4)c1 (stereo not given) | -28.9%
O=C1CCN(Cc2cccc(F)c2)CCOCCN1 | 4.5%
Cc1noc(C)c1C(=O)N[C@@H]1CN(c2ncccn2)C[C@H]1CN(C)C | 16.2%
Cc1cc(CN(C)C(=O)CC(c2cccc(O)c2)c2ccccc2Cl)n[nH]1 (stereo not given) | -11.8%
O=C1CO[C@H]2CN(Cc3cccnc3)C[C@H]2N1Cc1cccc(C(F)(F)F)c1 | ?
CCOc1ccc2c(n1)CCN(C(=O)Nc1cc(C)cc(C)c1)C2 | ?
CC(C)NS(=O)(=O)c1ccc(OCC(=O)N2CCN(c3cccc(Cl)c3)CC2)cc1 | ?
Cc1ccc(C)c(CN2C(=O)c3ccccc3S(=O)c3ccc(C(=O)N(C)Cc4ccccc4)cc32)c1 (stereo not given) | i
COc1ccc(-c2ccc(NS(=O)(=O)c3ccc(NC(C)=O)cc3)cc2)nn1 | ?
CC(=O)N1CCN(C(=O)c2cnc3cc(C)nn3c2)CC1 | -0.2%[44.1 µM]
CCN1C(=O)C2(CCN(S(=O)(=O)Cc3ccccc3)CC2)c2ccccc21 | i
Cc1ccc(C)c(N2CCN(c3nc4c(S(=O)(=O)c5ccccc5)nnn4c4ccc(Cl)cc34)CC2)c1 | 21.4%
Cc1ccc(S(=O)(=O)c2nnn3c2nc(N2CCN(c4cccc(C)c4C)CC2)c2ccccc23)cc1C | i
CC(C)c1ccc(OCc2cc(=O)n3c4c(sc3n2)CCCC4)cc1 | 19.9%
O=C(Nc1ccccc1)N1CC(Oc2ccc(-c3nc(-c4ccccc4)no3)cc2)C1 | 19.3%[5.79 µM]
Cc1ccc(C)c(NC(=O)Cn2c(=O)n(Cc3ccccc3)c(=O)c3oc4ccccc4c32)c1 | -16.6%
COC[C@@H]1CN(c2cnccn2)C[C@H]1C(=O)NCC1CC1 | -2.7%
CCN1CCN(CCNC(=O)[C@H]2CCC[C@H]2NC(=O)c2ccncc2)CC1 | 6.2%
O=C(CN1CCCN(Cc2cccc(Cl)c2)S1(=O)=O)Nc1ccc2c(c1)OCCO2 | 27.8%
CN(C)C1CCN(c2nc(-c3ccncc3)nc3c2CNC3)C1 (stereo not given) | -11.4%
Cc1cc(C)cc(NC(=O)CCS(=O)(=O)c2ccc3nc(C)sc3c2)c1 | 0.5%
CC(C)Oc1cccc2c1c(NC(=O)c1ccn(C)n1)nn2Cc1ccccc1 | 8.91µM*
Cc1ccc(C2Cn3nnc(C(=O)N4CCC(C(=O)NCc5cccs5)CC4)c3CO2)cc1 (stereo not given) | i
Cc1cccc(C(=O)N2CCC(Cc3nncn3CC3CC3)CC2)c1 | -18.5%

Not a retest: 13 of the compounds above.
SMILES | Pf Dd2 growth
Cc1ccc(C)c(N2CCN(c3nc4c(S(=O)(=O)c5ccccc5)nnn4c4ccc(Cl)cc34)CC2)c1 | 21.4%
Cc1ccc(S(=O)(=O)c2nnn3c2nc(N2CCN(c4cccc(C)c4C)CC2)c2ccccc23)cc1C | i
CC(C)c1ccc(OCc2cc(=O)n3c4c(sc3n2)CCCC4)cc1 | 19.9%
O=C(Nc1ccccc1)N1CC(Oc2ccc(-c3nc(-c4ccccc4)no3)cc2)C1 | 19.3%[5.79 µM]
Cc1ccc(C)c(NC(=O)Cn2c(=O)n(Cc3ccccc3)c(=O)c3oc4ccccc4c32)c1 | -16.6%
COC[C@@H]1CN(c2cnccn2)C[C@H]1C(=O)NCC1CC1 | -2.7%
CCN1CCN(CCNC(=O)[C@H]2CCC[C@H]2NC(=O)c2ccncc2)CC1 | 6.2%
O=C(CN1CCCN(Cc2cccc(Cl)c2)S1(=O)=O)Nc1ccc2c(c1)OCCO2 | 27.8%
CN(C)C1CCN(c2nc(-c3ccncc3)nc3c2CNC3)C1 (stereo not given) | -11.4%
Cc1cc(C)cc(NC(=O)CCS(=O)(=O)c2ccc3nc(C)sc3c2)c1 | 0.5%
CC(C)Oc1cccc2c1c(NC(=O)c1ccn(C)n1)nn2Cc1ccccc1 | 8.91µM*
Cc1ccc(C2Cn3nnc(C(=O)N4CCC(C(=O)NCc5cccs5)CC4)c3CO2)cc1 (stereo not given) | i
Cc1cccc(C(=O)N2CCC(Cc3nncn3CC3CC3)CC2)c1 | -18.5%

(next part)
SMILES | Pf Dd2 growth
O=C(NCc1ccc(F)cc1)N1CCC(OCCOc2ccc(F)cc2)CC1 | ?
COc1ccc2cc1Nc1ccc(cc1)C[C@H](NCc1ccc(C)o1)C(=O)N(C)[C@@H](C(=O)NCc1ccccc1)C2 | 0.891µM*
CCC(CC)C(=O)Nc1nnc2n1CCS2 | 39.1%[activator]
Cc1ccc(-n2nc3cc(C)c(NC(=O)c4ccc(-c5ccccc5)o4)cc3n2)cc1 | 28.9%
CCc1ccc(-n2nc(CO)c(C(=O)NCc3ccccc3Cl)n2)cc1 | 19.6%
Cc1nc(-c2ccc(Cl)cc2)sc1CCNC(=O)c1ccco1 | ?
CCOCCCNC(=O)c1nnn2cc(-c3ccccc3)[nH]c(=O)c12 | ?
O=c1n(Cc2cccc(F)c2)c2ccccc2c2nc(-c3ccccc3)nn12 | 6.6%
Cc1cccc(NC(=O)CCc2c(C)nc3c(c(C)nn3C(C)(C)C)c2C)c1C | ?
O=C(C1CC1)N1C[C@@H]2OCC(=O)N(Cc3cccnc3)[C@@H]2C1 | 5.8%[44.1 µM]
CCCCn1c(CNC(=O)C23CC4CC(CC(C4)C2)C3)nnc1SCC(=O)Nc1ccc(C)cc1 | ?
CSc1ncc2c(n1)-c1ccccc1N(Cc1ccc(Cl)cc1)S2(=O)=O | 52.2%[activator]
CCc1ccc(NC(=O)Cn2nc3c4ccccc4n(Cc4ccccc4)cc-3c2=O)cc1 | i
COCCn1ccc2ccc(C(=O)Nc3ccc4c(c3)C(=O)N3CCC[C@H]3C(=O)N4)cc21 | -13.2%
Cc1[nH]cnc1-c1nccn1Cc1nnnn1-c1ccccc1 | 26.7%
CN1CCC([C@@H]2CN(C(=O)CCCc3c[nH]c4ccccc34)C[C@H]2C(N)=O)CC1 | 15.1%
O=C(CCS(=O)(=O)c1cc2c(cc1Cl)NC(=O)CO2)NCc1ccccc1Cl | 7.7%
CN1C(=O)Cc2cc(S(=O)(=O)NCCc3ccc(Cl)cc3)ccc21 | 8.3%
CCOCCCNC(=O)N1CC(Oc2ccc(-c3nc(-c4ccccc4)no3)cc2)C1 | -18.2%[5.79 µM]
COc1cc(CN(C(=O)COc2ccc(C)c(C)c2)c2ccccn2)cc(OC)c1OC | ?
CN(Cc1ccno1)Cc1cn(C)nc1-c1ccc(C2CCCCC2)cc1 | -8.3%
Cc1cc(C)cc(NC(=O)CCc2c(C)nc3c4cccnc4nn3c2C)c1 | -9.2%[5.79 µM]
Cc1ccc(S(=O)(=O)c2nnn3c2nc(N2CCOCC2)c2ccccc23)cc1C | ?
Cc1cc(-c2nc3ncccc3o2)ccc1NC(=O)c1ccccc1Br | -24.9%
COc1cccc(CN2CCCC(Cc3ncc(C)n3Cc3ccccc3)C2)c1OC (stereo not given) | ?
CCC1c2nccn2CCCN1C(=O)c1ccc2c(c1)OCO2 (stereo not given) | -20.1%
COCCN1C(=O)CCC2(CNC(=O)COc3ccc(F)cc3)CCCC=C12 (stereo not given) | ?
COCc1noc(CCNC(=O)c2cc(S(N)(=O)=O)ccc2F)n1 | 5.0%
O=C(Nc1ccc2c(c1)CCC2)c1cc2n(n1)CC(c1ccc(Cl)cc1)OC2 (stereo not given) | -17.1%
COc1ccc(C)cc1NC(=O)N1CCCn2nc(C)cc21 | 1.0%
Cc1ccccc1Cn1c(CN2CCN(c3cc(Cl)ccc3C)CC2)nc2c1c(=O)[nH]c(=O)n2C | ?
CN(C)c1ccc(C(=O)N2CCC3(CC2)N=C(c2ccc(Br)cc2)NO3)cc1 | i
CCc1ccc(C(=O)N2CC(c3nnc(-c4ccc(C)cc4)o3)C3(CCOCC3)C2)cc1 (stereo not given) | i
COc1ccc(C(=O)N2CCCCC2CCN2CCOCC2)cc1 (stereo not given) | -2.6%
CN(Cc1cnn(-c2ccc(F)cc2)c1)C(=O)c1cn(Cc2cccc3ccccc23)nn1 | -3.4%
Cc1ccc(NC(=O)c2c(C)oc3ncn(CC(C)C)c(=O)c23)nc1 | ?
Cc1ccc(C)c(C(=O)N2CCN(C(=O)c3nnn4c3COC(c3ccccc3)C4)CC2)c1 (stereo not given) | ?
Cc1ccccc1CNC(=O)c1ccc(NC(=O)c2nsc3ccccc23)cc1 | ?
O=C(NC1CC(c2cc(=O)[nH]cn2)C1)c1ncc(F)cc1F (stereo not given) | -14.0%
O=C([C@@H]1C[C@H](F)CN1S(=O)(=O)Cc1ccccc1F)N1CCc2ccccc2C1 | -11.4%
CN1CC(c2ccccc2)CC2(CCN(C(=O)CCc3cccnc3)CC2)C1 (stereo not given) | ?
COCCCNC(=O)CSc1nc2c(sc3ccccc32)c(=O)n1CCCC(=O)NCCOC | -19.8%
Cc1ccc(C)c(-c2cc3c(=O)n(CCNC(=O)c4c(F)cccc4Cl)ccn3n2)c1 | -1.8%
COc1cccc(CNC(=O)c2c(C)noc2-c2cccc(F)c2)c1 | -8.3%
CC1CCc2nn(CC(=O)Nc3cccc(C(F)(F)F)c3)c(=O)cc2C1 (stereo not given) | 5.3%
Cc1cccc(CCNC(=O)C2CCC(CNS(=O)(=O)c3ccccc3)CC2)c1 (stereo not given) | -14.9%
Fc1ccccc1-n1ncc2c1ncn1nc(-c3ccccc3Cl)nc21 | 34.9%[activator]
COc1ccc(CCNC(=O)c2c(OC)cc(=O)n3c2CCCC3)cc1OC | 39.4%[activator]

Some of the compounds tested; rates above refer to the full screens.
